# Screening results (PubChem)
# PMI act hi M6P: human PMI activators, high substrate, primary screen, biochemical, fluorescence intensity, near-saturating mannose 6-phosphate | 190,000 tested, 0.34% active | coupled PMI enzyme assay, resazurin fluorescence, 20 min; hits give high values; 1 = untreated enzyme, 0 = substrate-free blank | activation factor at 20 µM;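 active means activation factor of 2 or more at 20 µM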
# Target sequence (P34949 whole entry, looked up): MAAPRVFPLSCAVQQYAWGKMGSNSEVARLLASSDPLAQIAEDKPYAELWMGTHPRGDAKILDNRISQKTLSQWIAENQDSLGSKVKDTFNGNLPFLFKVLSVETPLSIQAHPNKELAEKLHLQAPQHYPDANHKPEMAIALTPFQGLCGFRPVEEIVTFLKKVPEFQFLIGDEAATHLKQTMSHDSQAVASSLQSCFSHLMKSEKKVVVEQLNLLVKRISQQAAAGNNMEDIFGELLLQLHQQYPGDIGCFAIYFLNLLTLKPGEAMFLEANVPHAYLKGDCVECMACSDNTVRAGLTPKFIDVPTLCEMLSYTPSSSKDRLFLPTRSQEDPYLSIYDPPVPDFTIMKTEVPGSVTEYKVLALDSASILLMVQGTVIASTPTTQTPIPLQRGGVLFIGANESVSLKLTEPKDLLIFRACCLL
#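 Test system: human PMI in coupled enzyme assay; Input: PMI at 15 ng/mL final; Medium: HEPES buffer, pH 7.4; Schedule: 20 min incubation at room temperature; Technique: resorufin fluorescence at Ex 544/Em 590 nm; Compound: 20 µM single dose; Probe or stimulus: Near-saturating mannose-6-phosphate, 1.0 mM.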
# HMGR II inh: inhibitors of E. faecalis class II HMGR, primary screen, biochemical, Enterococcus faecalis; AID 1066, 2008; HMG-CoA reductase (Enterococcus faecalis, mvaE); inhibition, % at 10 µM; purified E. faecalis HMGR, NADPH absorbance 340 nm kinetic; 190,000 tested, 0.41% active;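 active means inhibition above a set limit, the median over all tested compounds plus 3 SD, cut at about 9.5% in these data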;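 further: enzyme runs in reverse so mevalonate oxidation gives rising NADPH absorbance; 0% = complete reaction with DMSO and 100% = background rate lacking mevalonate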
# TNAP act hiacc: TNAP activators at high phosphate acceptor level, primary screen, biochemical, luminescence, uHTS. Alkaline phosphatase, tissue-nonspecific isozyme (Homo sapiens), P05186. activation factor at 20 µM. AID 1136, 2008. purified TNAP, CDP-star luminescence, 1 M DEA, 30 min; hits give high values; 0 = EDTA background, 1 = DMSO-only activity. 200,000 tested, under 10 active;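 active means activation factor at least 2 at 20 µM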
#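 Measured by: Luminescent substrate turnover signal | Test system: Human TNAP | Input: TNAP 1/800 final | Dosing: 20 µM single point | Schedule: 30 min, room temperature | Controls: EDTA wells as negative control, DMSO wells as positive control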
# Diaph act CS: compounds boosting diaphorase resazurin reduction – biochemical, uHTS, resorufin fluorescence, counter-screen for diaphorase-coupled primary assays, primary screen. Diaphorase/resazurin coupled assay, 16 min; hits give high values; 1 = vehicle wells, 0 = NADH-free wells. activation factor at 20 µM. 190,000 tested, 0.005% active;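 active means diaphorase activity raised at least twofold by the compound at 20 µM; inactive means activation factor below 2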
#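 System – purified diaphorase enzyme from Clostridium kluyveri · Input – enzyme 0.07 U/mL final · Also added – final NADH 0.114 mM, resazurin 0.1 mM · Measured by – fluorescence of resorufin, 544 nm excitation, 590 nm emission · Timing – 16 min enzyme reaction, ambient temperature · Measure – resorufin increase flagging diaphorase activators or reducers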
# Diaph inh CS: diaphorase inhibitors and chemical oxidizers, primary screen, counter-screen for diaphorase-coupled primary assays, biochemical, uHTS, resorufin fluorescence | 190,000 tested, 0.69% active | inhibition, % at 20 µM | diaphorase resazurin-to-resorufin fluorescence, NADH, 16 min; bacterial (C. kluyveri) enzyme, not human;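 active means primary screen inhibition at 20 µM above a set limit, cut at about 50% in these data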;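 further: plate controls were DMSO with full reaction for no effect and wells lacking NADH for full effect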
#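 Benchmarks: positive control wells lacking NADH, neutral wells with DMSO only. System: bacterial diaphorase enzyme (C. kluyveri). Input: 0.14 U/mL diaphorase, enzyme working solution. Detection: resorufin fluorescence, excitation 544 nm, emission 590 nm. Times: 16-min room-temperature incubation before reading.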
# G6PDH counter: L. mesenteroides G6PDH inhibitors, counter-screen for G6PDH-coupled screening assays, biochemical, Leuconostoc mesenteroides enzyme; glucose-6-phosphate dehydrogenase [Leuconostoc mesenteroides]; Purified L. mesenteroides G6PDH, diaphorase/resazurin coupled fluorescence, 45 min; inhibition, % at 5 µM; 200,000 tested, 0.12% active; AID 1020, 2008; in the data active means inhibition above about 50%
# FLuc stim CS: FLuc activators, initial screening, artefact control for FLuc-dependent activation tests, biochemical, ATPlite luminescence | 200,000 tested, under 10 active | activation factor at 10 µM | ATPlite luciferase biochemical, 10 min; 0 = ATP-free wells, 1 = DMSO control | Luciferin 4-monooxygenase (Photinus pyralis), P08659;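 active means luciferase activation factor, scaled between plate controls, of at least 2 with compound at 10 µM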
# Target sequence (P08659 whole entry, looked up): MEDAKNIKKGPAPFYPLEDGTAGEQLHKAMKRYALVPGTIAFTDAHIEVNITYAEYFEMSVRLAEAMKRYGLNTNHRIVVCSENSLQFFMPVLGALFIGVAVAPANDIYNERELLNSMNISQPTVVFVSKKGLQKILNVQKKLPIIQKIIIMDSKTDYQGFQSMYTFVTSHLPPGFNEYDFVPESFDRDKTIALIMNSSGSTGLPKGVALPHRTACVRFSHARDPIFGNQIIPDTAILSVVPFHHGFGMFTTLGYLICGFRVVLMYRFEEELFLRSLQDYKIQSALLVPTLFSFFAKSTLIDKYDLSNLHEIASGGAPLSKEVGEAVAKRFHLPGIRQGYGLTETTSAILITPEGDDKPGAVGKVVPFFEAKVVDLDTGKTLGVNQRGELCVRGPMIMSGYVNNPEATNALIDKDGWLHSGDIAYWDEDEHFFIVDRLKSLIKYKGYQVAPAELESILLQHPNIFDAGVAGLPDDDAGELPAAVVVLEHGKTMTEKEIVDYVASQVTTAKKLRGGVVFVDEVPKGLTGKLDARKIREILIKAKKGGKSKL
#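 test system = cell-free luciferase reagent | medium = PBS as buffer for the ATP substrate | dosing = test compounds dosed from 2 mM stocks in 100% DMSO | incubation = 10 min at ambient temperature | detection = luminescence measurement of luciferase light output | benchmarks = low control with PBS replacing ATP, high control enzyme plus ATP without compound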
# TNAP inh hi DEA: human TNAP enzyme inhibitors, primary screen, biochemical, luminescent, high phosphate acceptor level, uHTS; purified TNAP, CDP-star luminescence, 1 M DEA; inhibition, % at 20 µM; 200,000 tested, 0.03% active; Alkaline phosphatase, tissue-nonspecific isozyme (Homo sapiens), P05186;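 active means over 50% inhibition of tissue-nonspecific alkaline phosphatase at 20 µM in the single-dose screen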;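 further: plate controls were DMSO wells for no effect and EDTA-quenched wells as full inhibition for full effect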
# PMI activator: activators of human PMI, primary screen, biochemical, fluorescence intensity, near-Km mannose 6-phosphate; activation factor at 20 µM; purified human PMI, coupled resazurin fluorescence, 20 min; hits give high values; 1 = vehicle control, 0 substrate-free wells; AID 1214, 2008; 190,000 tested, 0.005% active;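 active means activation factor of 2 or more at 20 µM, relative to plate controls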
# TNAP inh noacc: human TNAP enzyme inhibitors, primary screen, biochemical, luminescent, no phosphate acceptor, uHTS; Alkaline phosphatase, tissue-nonspecific isozyme (Homo sapiens), P05186; purified TNAP, CDP-star luminescence, 30 min; inhibition, % at 20 µM; 200,000 tested, 0.26% active; AID 1012, 2008;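 active means tissue-nonspecific alkaline phosphatase inhibition above about 50% at 20 µM in the single-dose screen, limit read from the data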;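 further: 0% = DMSO negative control and 100% = EDTA positive control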
# Active calls of the source: *; / = no result given.
# Values run as follows: PMI act hi M6P, HMGR II inh, TNAP act hiacc, Diaph act CS, Diaph inh CS, G6PDH counter, FLuc stim CS, TNAP inh hi DEA, PMI activator, TNAP inh noacc
1) N#CCc1c(C#N)c(N)nc(N2CCN(S(=O)(=O)c3ccccc3)CC2)c1C#N
→ 0.7, -7, 1, 0.9, 9, 2, 1, -1, 0.9, -8
2) Cn1cnnc1Sc1ccc(C(=O)OCC(=O)NC2CC2)cc1[N+](=O)[O-]
→ 1.1, 15*, 1, 1.1, -13, 11, 1, -4, 1.2, 5
3) O=C(NC1CCCC1)C(c1ccc(F)cc1)N(Cc1ccc(F)cc1)C(=O)c1ccn[nH]1 (stereo unspecified)
→ 1, 3, 1.1, 0.9, 15, -6, 1.1, -10, 1, -83
4) COc1ccc(C(=O)NCc2n[nH]c(=S)n2-c2ccccc2)cc1OC
→ 0.9, 1, 1, 0.8, 25, 20, 1, -4, 0.9, 4
5) COc1ccc(-n2c(NCCN(C)C)nc3sc4c(c3c2=O)CCCCC4)cc1
→ 1, -4, 1, 0.9, 6, 3, 1, 4, 1, -14
6) Cc1sc2nc(C3CC3)nc(N3CCN(S(=O)(=O)c4ccc(F)cc4)CC3)c2c1C
→ 0.9, 0, 1, 0.8, 23, -9, 1.1, -3, 1, -8
7) Cc1oc(C(C)(C)C)cc1C(=O)N1CCCC1C(=O)O (stereo unspecified)
→ 1.1, -2, 1, 1, -1, 1, 1.1, -4, 1.1, -8
8) CC(C)(C)OC(=O)C(C(=O)OC(C)(C)C)c1ccc(Cl)nn1
→ /, 0, 1.1, /, /, 4, 1.1, -5, /, -10
9) CC(C)[C@H](NC(=O)Nc1cccc(C(F)(F)F)c1)C(=O)O
→ 0.9, -5, 1.1, 0.7, 26, -1, 1.1, -8, 1, -20
10) CC1(C)OC(=O)N(c2cccnc2)C1(C)O (stereo unspecified)
→ 1, 6, 1, 0.9, 8, -11, 1, 0, 1, -12
11) COC1(OC)N=C(NC(=O)Nc2ccccc2)C2(C#N)C(c3ccccc3)C12C#N (stereo unspecified)
→ 0.9, 14*, 1, 0.9, 12, 2, 1.1, -4, 0.9, -11
12) COc1nc(N2CCOCC2)nc(C)c1[N+](=O)[O-]
→ 1, 0, 1, 0.9, 11, -4, 1, -2, 1, -3
13) COc1ccc(NC(=O)CN2CCN(Cc3ccc4c(c3)OCO4)CC2)cc1OC
→ 1, -6, 1, 0.9, 11, 2, 1, -5, 0.8, -11
14) COC(=O)c1ccc(-c2cc(C(=O)O)c3cc4c(cc3n2)OCCO4)cc1
→ 1, 2, 1, 1, 5, 5, 0.6, -2, 1, 4
15) Cn1c(CC(=O)Nc2ccccc2C(F)(F)F)c(Sc2ccccc2)c2ccccc21
→ 1, -2, 1, 1, 4, -13, 1, 3, 0.9, -8
16) CCCCS(=O)CC(COc1ccc(Cl)cc1)OC(=O)c1ccccc1 (stereo unspecified)
→ 1, -1, 1, 0.9, 14, 6, 1, -4, 1, -7
17) COC(=O)c1[nH]c2ccc(C)cc2c1NC(=O)CCN1CCN(Cc2ccc3c(c2)OCO3)CC1
→ 0.9, -3, 1.1, 0.8, 18, 10, 1.1, -7, 1, -12
18) CC(C)CCn1cnc2c(sc3nc4c(cc32)CSC(C)(C)C4)c1=O
→ 1.1, -1, 1, 0.9, 8, 0, 0.9, 0, 1, -7
19) COc1ccc(/C=C(\C#N)C(=O)N=CN(C)C)cc1
→ 1, -1, 1, 1, 5, 1, 0.6, -2, 1, -11
20) CC(C)(C)C(=O)CSc1nnc(-c2cccs2)n1CC1CCCO1 (stereo unspecified)
→ 1.1, -1, 1, 1, 5, 19, 1.1, -2, 1.1, 0
21) COC(=O)c1cc(Br)c(=O)n(CCN2CCCC2)c1
→ 1, /, 1, 1, 0, -2, 1, 3, 1, -4
22) O=C(Nc1ccon1)c1ccc(Br)o1
→ 0.9, 0, 1, 0.9, 14, 2, 1.1, -1, 0.9, 4
23) Cc1ccc(C)n1-c1ccc(C(=O)NCc2ccncc2)cc1
→ 1.1, 3, 1, 1.1, -5, 0, 1, -4, 1.1, -8
24) CCC(Sc1nc(C)cc(=O)[nH]1)C(=O)Nc1ccc(Cl)cn1 (stereo unspecified)
→ 0.9, 1, 1, 0.8, 16, 0, 1, -2, 1, -12
25) Fc1ccccc1OCCSc1nnnn1-c1ccccc1
→ 0.8, -4, 1.1, 0.8, 22, 28, 0.9, -6, 0.8, -13
26) COC(=O)/C(=C1/Oc2ccc(C)cc2S1)C(F)(F)F
→ 1, 1, 1, 0.9, 9, 9, 1, 2, 0.9, -21
27) CCn1c(-c2ccco2)n[nH]c1=S
→ 0.9, -6, 1, 0.7, 25, -4, 1.1, -4, 0.8, 4
28) CCOC(=O)C1=C(C)NC(=O)NC1/C(C)=C/c1ccccc1 (stereo unspecified)
→ 0.9, -6, 1, 0.9, 13, 11, 1, -3, 0.9, -6
29) CCCNC(=O)CSc1nccn1Cc1ccco1
→ 1, -1, 1, 1, -4, 2, 1, 1, 1.1, -11
30) COC(=O)C(Cc1ccccc1)NC(=O)c1cccc(S(=O)(=O)N(C)C)c1 (stereo unspecified)
→ 0.9, -5, 1, 0.8, 16, 0, 1, -2, 0.9, -10

# An excerpt of these results, screen by screen:
25	Fc1ccccc1OCCSc1nnnn1-c1ccccc1
9	CC(C)[C@H](NC(=O)Nc1cccc(C(F)(F)F)c1)C(=O)O
30	COC(=O)C(Cc1ccccc1)NC(=O)c1cccc(S(=O)(=O)N(C)C)c1 (stereo unspecified)
1	N#CCc1c(C#N)c(N)nc(N2CCN(S(=O)(=O)c3ccccc3)CC2)c1C#N
23	Cc1ccc(C)n1-c1ccc(C(=O)NCc2ccncc2)cc1
assay / compound	25	9	30	1	23
PMI act hi M6P	0.8	0.9	0.9	0.7	1.1
HMGR II inh	-4	-5	-5	-7	3
TNAP act hiacc	1.1	1.1	1	1	1
Diaph act CS	0.8	0.7	0.8	0.9	1.1
Diaph inh CS	22	26	16	9	-5
G6PDH counter	28	-1	0	2	0
FLuc stim CS	0.9	1.1	1	1	1
TNAP inh hi DEA	-6	-8	-2	-1	-4
PMI activator	0.8	1	0.9	0.9	1.1
TNAP inh noacc	-13	-20	-10	-8	-8

# (further entries)
No.	mol	PMI act hi M6P	HMGR II inh	TNAP act hiacc	Diaph act CS	Diaph inh CS	G6PDH counter	FLuc stim CS	TNAP inh hi DEA	PMI activator	TNAP inh noacc
31	COc1ccc(NC(C)C(=O)N/N=C/c2cc(Br)ccc2OC)cc1 (stereo unspecified)	0.6	-9	1	0.8	19	10	0.9	-2	0.9	-6
32	O=C(CSc1nnc(CNc2ccc(F)cc2)n1Cc1ccco1)N1CCCC1	1	-6	1.1	0.9	12	2	1.1	-7	1	-3
33	CN(Cc1ccccc1)S(=O)(=O)c1ccc(OCC(=O)N2CCOCC2)cc1	0.9	1	1	0.9	7	9	1	-4	0.9	-5
34	Cc1occc1C(=O)N1CCN(S(C)(=O)=O)CC1	1	0	1	1	0	1	1.1	-3	1.1	-11
35	Cc1cc(C)nc(N(C#N)Cc2cccc([N+](=O)[O-])c2)n1	1	-1	1	1	-1	3	1	-1	1	0
36	CC1=NN(CCC#N)C(=O)/C1=C/c1ccc(N(C)C)cc1	1	-7	0.8	0.8	17	6	0.8	16	1	40
37	Cc1c(C2OC(=O)C3(CCCCC3)C(=O)C2(C)C)c(=O)n(-c2ccccc2)n1C (stereo unspecified)	1	0	1.1	1	2	10	1	-8	1	-12
38	O=C(C/C=N/OCc1ccc(Cl)cc1Cl)c1ccc(Cl)cc1	1	-8	1	0.8	19	-5	1.1	-1	1	-5
39	CCSc1nc2ccccc2n1CCOc1ccccc1	1	-11	1	0.8	20	-3	1	-4	0.9	-7
40	CCOc1ccc(C)cc1S(=O)(=O)NC1CCCCC1	1	-7	1	0.9	10	1	1	3	0.9	-4
41	CC1(C)CC2(CC(c3ccccc3F)c3cc(Cl)c(O)cc3O2)NC(=S)N1 (stereo unspecified)	1	-3	1	0.9	14	5	1	-1	1.1	-2
42	O=C1[C@H](CC[C@H](O)c2ccc(F)cc2)[C@@H](c2ccc(O)cc2)N1c1ccc(F)cc1	0.9	-5	1	0.7	26	0	1	-1	0.8	-3
43	Cc1cccc(C2c3[nH]c4ccccc4c3CCN2C(=O)c2ocnc2C)n1 (stereo unspecified)	0.9	-2	1	0.9	10	4	1.1	-3	0.9	-6
44	CCC(=O)Nc1c(OC(=O)CC)ccc2c(C)cc(=O)oc12	1.1	-5	1	1	1	4	1	0	1.1	-6
45	Fc1ccc(C(c2nnnn2C2CCCCC2)N2CCCC2)cc1 (stereo unspecified)	1.3	-5	0.9	1	-4	0	0.9	6	1.3	3
46	O=C(Cc1ccccc1)NNc1c2ccccc2nc2ccccc12	1	0	0.9	0.8	21	1	1.1	7	0.9	2
47	CCOC(=O)c1sc(=S)n(CC)c1NC(=O)C1CC1	0.9	-9	1	0.9	13	-7	1.1	-3	0.9	-9
48	O=C(CSc1nnnn1C1CCCC1)N1CCOCC1	1	-1	1	1	3	6	1	-3	1	-7
49	CC(C)(C)c1cc(=O)n(-c2ccccc2)[nH]1	0.3	-4	1	0.5	49	32	1	2	0.4	-4

# Three entries from above, ordered by the number in HMGR II inh, falling:
entry	structure	HMGR II inh
48	O=C(CSc1nnnn1C1CCCC1)N1CCOCC1	-1
49	CC(C)(C)c1cc(=O)n(-c2ccccc2)[nH]1	-4
31	COc1ccc(NC(C)C(=O)N/N=C/c2cc(Br)ccc2OC)cc1 (stereo unspecified)	-9
